# Cardio protect: modulators protecting cardiomyocytes from myocardial damage | H9c2 cardiomyocytes, H2O2 injury protection, ATPLite, 2 h | protection from H2O2 cell death, % at 20 µM | hit rate 0.63% among 360,000 | AID 588492;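 active means compounds giving at least 50% protection of heart cells from peroxide-induced death in the single-dose screen, raw or plate-pattern-corrected value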;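 further: 0% = DMSO wells with peroxide and 100% = DMSO wells without peroxide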
# N-glyco inh: N-linked glycosylation inhibition; D54 ERlucT glycosylation luciferase reporter, 24 h; percent of 100 nM tunicamycin response; reporter increase, % at 12.5 µM; hit rate 0.23% among 360,000;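 active means mean luciferase reporter signal, scaled so untreated is 0 and the glycosylation-blocking control 100, at or above a set limit in every replicate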;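 further: luciferase carries N-glycosylation sites so blocking glycosylation raises the light; 0% = median of neutral control wells and 100% = median of 100 nM tunicamycin wells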
# ABCB6 inh 2: blocks the human ABCB6 transporter; fluorescence ratio to DMSO, % at 10 µM; hit rate 0.19% among 360,000; K562-ABCB6 porphyrin accumulation, flow cytometry, 1 h; hits give low values; Q9NP58; AID 602162;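 active means fluorescence ratio to DMSO below 75%, the collection mean minus 3 SD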;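 further: signal is porphyrin accumulated inside mitochondria; 100% equals median channel fluorescence of DMSO control wells; lower ratio means ABCB6 inhibition with less porphyrin fluorescence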
# Target sequence (Q9NP58 whole entry, looked up): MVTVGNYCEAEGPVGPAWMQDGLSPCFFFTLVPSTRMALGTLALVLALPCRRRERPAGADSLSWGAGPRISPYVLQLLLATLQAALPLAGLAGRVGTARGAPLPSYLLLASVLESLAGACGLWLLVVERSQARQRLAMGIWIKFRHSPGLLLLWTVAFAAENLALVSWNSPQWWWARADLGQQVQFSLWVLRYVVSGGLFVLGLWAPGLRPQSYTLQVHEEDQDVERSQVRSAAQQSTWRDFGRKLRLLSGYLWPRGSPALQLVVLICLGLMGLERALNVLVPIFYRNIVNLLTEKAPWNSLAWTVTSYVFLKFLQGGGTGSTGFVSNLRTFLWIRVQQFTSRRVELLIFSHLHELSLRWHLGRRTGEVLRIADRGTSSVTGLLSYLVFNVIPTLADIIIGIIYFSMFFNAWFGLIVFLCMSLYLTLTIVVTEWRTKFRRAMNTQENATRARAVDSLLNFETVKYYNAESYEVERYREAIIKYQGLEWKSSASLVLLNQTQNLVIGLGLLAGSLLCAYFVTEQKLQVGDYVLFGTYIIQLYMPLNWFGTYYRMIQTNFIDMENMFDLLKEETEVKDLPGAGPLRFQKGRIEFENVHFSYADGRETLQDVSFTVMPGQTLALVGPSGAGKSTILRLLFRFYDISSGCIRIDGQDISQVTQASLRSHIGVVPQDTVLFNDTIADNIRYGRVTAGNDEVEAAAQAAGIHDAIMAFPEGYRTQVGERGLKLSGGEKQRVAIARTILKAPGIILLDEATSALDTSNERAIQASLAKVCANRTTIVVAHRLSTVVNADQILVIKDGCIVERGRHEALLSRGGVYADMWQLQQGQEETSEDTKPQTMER
# MC4R barr agon: activates human MC4R beta-arrestin recruitment; U2OS MC4R beta-arrestin complementation, luminescence; percent of melanotan II response, DMSO zero; activation, % at 8.9 µM; hit rate 0.98% among 360,000; AID 540308;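 active means activation above a per-plate cutoff, the mean activation of sample wells on that plate plus 3 SD, cut at about 8% in these data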
# MC4R antag cAMP: human MC4R antagonism in cAMP assay; AID 540295; inhibition, % at 6.5 µM; MC4R-expressing cells, MTII-stimulated cAMP, LANCE TR-FRET; hit rate 0.48% among 360,000;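 active means inhibition above its plate's cutoff, the mean of tested wells on that plate plus 3 SD, cut at about 29% in these data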;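 further: 0% = Melanotan II alone and 100% = Melanotan II plus saturating MCL0020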
#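 Assay system: human MC4R-expressing U2OS cells; reagent: Melanotan II stimulation of cells; dosing: 6.5 µM single dose; timing: compound 30 min, challenge 1 h, detection 1 h; signal: TR-FRET cAMP assay; replicates: one well per compound, no replicates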
# ABHD5-PLIN5 inh: blocks binding of human ABHD5 to perilipin-5; Split G. princeps luciferase complementation, luminescence, 4 h; inhibition, % at 4 µM; hit rate 0.78% among 360,000; AID 602281;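 active means inhibition above the mean inhibition across every tested compound plus 3 SD, cut at about 22% in these data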;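 further: 0% = DMSO only wells and the 100% control is not disclosed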
# Exocytosis inh: lytic granule exocytosis inhibition; inhibition, % at 10 µM; TALL-104 LAMP-1 surface exposure, flow cytometry; cells stimulated with thapsigargin and PMA; hit rate 0.66% among 360,000; AID 651702;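 active means inhibition above about 55%, limit read from the data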
# PDI turbidity: PDI (human) enzyme inhibition; PDI insulin aggregation turbidity, A650, 90 min; inhibition, % at 10 µM; hit rate 0.052% among 350,000; AID 588391;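 active means mean inhibition across replicates of 30% or more, whatever share of single replicates reach that level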;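 further: absorbance from insulin aggregation driven by PDI reduction with DTT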
# m5-HT2A agonist: agonists of mouse serotonin 5-HT2A receptor (HTR2A); CHO-K1 mHTR2A beta-arrestin complementation, luminescence; percent of 30 µM serotonin response; activation, % at 7.6 µM; hit rate 0.66% among 360,000;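 active means activation above a run cutoff, the mean activation of all tested compounds plus 3 SD, cut at about 14% in these data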;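 further: 0% = plate median of compound wells and 100% = 30 µM serotonin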
# CaV13 ICDI inh: Primary screen for inhibitors of IQ motif and Ca2+-dependent inactivation inhibitor domain binding in CACNA1D, Förster resonance energy transfer in living cells, … | HEK cells, CFP/YFP FRET ICDI-IQ, plate reader, 10 min; percent FRET-ratio fall versus neutral wells | inhibition, % at 12.3 µM | hit rate 0.098% among 340,000 | AID 743397;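 active means mean replicate inhibition of at least 30% and at least 1% of replicates passing that level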;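 further: 0% = median of the neutral control wells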
# The depositor's hits bear a star; . = not tested or not shown.
compound,ABCB6 inh 2,PDI turbidity,MC4R barr agon,m5-HT2A agonist,MC4R antag cAMP,Exocytosis inh,CaV13 ICDI inh,N-glyco inh,Cardio protect,ABHD5-PLIN5 inh
COc1ccc(NC2CCCN(C(=O)c3cc(C)nc4cc(F)ccc34)C2)cc1 (centres undefined),99,0,-0.7,4,6,4,-7,0,4,0
O=C1CCC(C(=O)NCc2ccccc2)N1 (centres undefined),104,2,0.7,2,1,-2,-1,0,2,1
CCN(CC)C(=O)[C@H]1C[C@H](CC(=O)NCCCn2ccnc2)C(=O)N2CCc3c([nH]c4cc(-c5ccco5)ccc34)[C@]12C,92,11,-0.3,-1,4,-4,-7,0,10,13
Nc1c(C(=O)NC2CCCC2)c2nc3ccccc3nc2n1N,85,-1,1.8,7,-10,-1,.,3,62*,3
COc1ccc(-n2cc(CN3CCC(OC)CC3)c(-c3cccc(F)c3)n2)cc1,97,-2,-2.2,0,6,-14,6,2,-1,-1
Cc1c(C(=O)N2CCOCC2)c(S(=O)(=O)Nc2ccccc2)c(C)n1C,98,0,0.4,6,-7,-22,-5,-4,1,1
COC(=O)CCCNC(=O)c1ccccn1,96,-4,-2.0,2,4,-2,-6,2,0,4
CC1C(=O)N2CCCc3cc(NC(=O)C(=O)NCCN4CCOCC4)cc1c32 (centres undefined),98,9,-1.4,-1,4,0,-6,3,18,7
N/N=C1\CCCc2nonc21,99,-3,-4.4,-6,8,1,1,2,0,-3
CCN(Cc1ccccc1)C(=O)COC(=O)CNC(=O)c1ccc(C)s1,99,3,-0.9,2,6,-2,-2,0,-1,2
O=C(NNS(=O)(=O)c1ccc([N+](=O)[O-])cc1)c1ccncc1,101,1,0.0,0,-2,0,-3,-1,2,-1
CS(=O)(=O)N(CC(=O)N1CCCC1)c1cc(Cl)ccc1Cl,95,-9,0.6,-2,4,10,-5,3,0,-5
CCC(=O)Nc1ccc(C(=O)NNC(=O)c2cccc(C)c2)cc1,102,2,-2.5,4,12,-2,-4,-1,-5,7
C=CCc1cc(/C=N\NC(=O)CSc2nnc(CCCc3ccc(OC)c(C)c3)o2)cc(OC)c1O,106,13,23*,0,4,-3,.,-1,-3,10
O=C(c1ccc(NC(=S)NCc2ccco2)cc1)N1CCCCC1,100,1,-2.6,2,2,-2,-6,5,-2,-3
O=C(CSCc1ccc(F)cc1)N1CCN(c2ccccc2)CC1,98,-2,2.2,-6,-3,1,-4,-3,6,0
NC(=O)c1c(N)sc2c1CCC2,103,-2,3.1,6,2,-1,-5,0,3,-13
COc1ccc(/C=C/C(=O)NCCCc2ccccc2)cc1OC,97,-12,-2.2,-5,5,-3,-3,-2,-4,-1
O=S(=O)(c1ccc(Oc2ccc(Br)cc2F)nc1)N1CCCCC1,93,3,2.5,-3,-1,1,-1,0,-8,0
CC(=O)CSc1nc2ccccc2s1,93,-3,-1.1,-7,7,-1,-5,1,4,3
CCCCN1C(=O)C(NC(=O)C2CC2)(C(F)(F)F)C2=C1CC(C)(C)CC2=O (centres undefined),102,1,1.7,-5,10,12,-4,0,0,0
CCOc1ccc(NC(=O)c2ccccc2NS(=O)(=O)c2ccc(F)cc2)c([N+](=O)[O-])c1,102,0,-0.9,0,28,-2,-15,-1,-14,-3
CCc1cccc(C)c1NC(=O)CNCc1ccccc1,90,-19,-3.5,1,-1,-1,-7,0,-10,-3
CNCc1ccccc1Sc1ccc(OC)c(OC)c1,97,1,-2.1,-3,4,0,.,-4,-2,4

# Full records, looked up by structure. Screens in order: ABCB6 inh 2, PDI turbidity, MC4R barr agon, m5-HT2A agonist, MC4R antag cAMP, Exocytosis inh, CaV13 ICDI inh, N-glyco inh, Cardio protect, ABHD5-PLIN5 inh
# O=S(=O)(c1ccc(Oc2ccc(Br)cc2F)nc1)N1CCCCC1 is entered as 93, 3, 2.5, -3, -1, 1, -1, 0, -8, 0
# CCCCN1C(=O)C(NC(=O)C2CC2)(C(F)(F)F)C2=C1CC(C)(C)CC2=O (centres undefined) is entered as 102, 1, 1.7, -5, 10, 12, -4, 0, 0, 0

# Remaining list, next part
compound,ABCB6 inh 2,PDI turbidity,MC4R barr agon,m5-HT2A agonist,MC4R antag cAMP,Exocytosis inh,CaV13 ICDI inh,N-glyco inh,Cardio protect,ABHD5-PLIN5 inh
O=C(NCC1CC1)c1cc2c(c(-c3cccc(-c4ccccc4F)c3)n1)[C@@H](CCO)N(C(=O)CC1CC1)C2,97,.,.,-8,.,1,-10,.,.,11
O=C(CCNC(=O)N1CC(=O)Nc2ccccc21)NCCc1cccc(F)c1,96,-10,-2.0,7,8,-2,-16,11,-2,7
CCN1CCC(O)(/C=C/c2ccc(C)cc2)C(C(=O)/C=C/c2ccc(C)cc2)C1 (centres undefined),84,10,-1.7,-6,-1,35,-11,4,-20,75*
O=C(Nc1cccc(C(F)(F)F)c1)c1cc[n+]([O-])cc1,93,0,-0.3,0,0,0,-2,-1,8,4
O=C(COC(=O)CN1C(=O)C2CCCCC2C1=O)NNC(=O)c1ccc(Cl)cc1 (centres undefined),94,11,-2.0,-5,7,6,-4,3,5,5
COCCCNC(=O)CN1C(=O)COc2ccc(S(=O)(=O)N3CCOCC3)cc21,104,1,-0.9,3,2,-2,-6,0,4,-2
Cn1c(SCc2ccccc2Cl)nc2ccccc21,103,2,0.7,-2,14,-1,-6,-5,-14,-5
CCCN(CC(=O)Nc1ccccc1C)C(=O)c1ccc(S(=O)(=O)N2CCCC2)cc1,100,3,-1.6,0,-1,5,-6,2,3,5
Cc1ccc(CNC(=O)CN(C(=O)C2(C)CC(=O)N=C3C=CC=CN32)c2cc(C)ccc2C)cc1 (centres undefined),95,-4,1.4,3,21,7,-7,4,0,-11
O=C(N/N=C/c1ccccc1)C(O)c1ccccc1 (centres undefined),101,-1,0.2,-2,0,-4,-5,1,-2,3
Cc1[nH]c2ccc(F)cc2c1CCN(Cc1cccnc1)C(=S)Nc1ccccc1,103,14,-4.5,-13,0,8,-8,-3,5,3
COc1cccc(NC(=O)Cn2c(=O)n(CCCC(=O)NCc3ccco3)c(=O)c3ccccc32)c1,102,0,-0.8,-1,14,1,-7,-1,10,9
Cc1ccc2cc(CN(CC3CCCO3)C(=S)Nc3ccccc3)c(=O)[nH]c2c1C (centres undefined),94,0,-0.5,5,-7,6,-3,-2,2,0
O=S(=O)(Nc1ncccn1)c1ccc(NC(=S)NCCc2ccccc2)cc1,92,-5,-0.8,0,4,-1,1,1,4,3
CC(C)(C)Cc1c(-c2ccc(F)cc2)nc2ccc(Br)cn12,106,0,7.2,-1,21,1,-2,-5,-28,-18
COc1ccc(C2=NOC(C(=O)Nc3ccc4c(c3)OCCO4)C2)c(OC)c1 (centres undefined),98,2,0.4,1,13,-5,-3,0,0,3
CCOc1ccc(/C=N/OCC(=O)NCc2ccc3c(c2)OCO3)cc1OC,101,0,-1.4,2,8,-1,-5,1,9,5
O=C(OCc1nnc(-c2ccccc2)o1)c1cc([N+](=O)[O-])ccc1Cl,94,0,2.6,3,-8,-4,4,2,4,16
c1ccc(Nc2cccc(Nc3ccccc3)n2)cc1,113,-4,2.0,-9,18,9,.,1,-10,-27
COc1ccc(CCNC(=O)CCn2c(=O)c3ccccc3n(CC(=O)NCC3CCCO3)c2=O)cc1OC (centres undefined),101,4,-0.9,-1,2,1,-2,1,8,3
O=C(NNS(=O)(=O)c1ccc(F)cc1)c1ccc([N+](=O)[O-])cc1,100,3,-0.7,-8,3,-3,.,0,-5,5
CC(C(=O)NC1C(=O)N2C(C(=O)O)=C(CSc3nnnn3C)CSC12)n1cc(Cl)cn1 (centres undefined),95,2,-4.4,2,8,-6,1,2,20,10
CC(C)C(NC(=O)c1c(F)cccc1F)C(=O)NCc1ccc(S(=O)(=O)N2CCOCC2)cc1 (centres undefined),98,-2,-1.9,-3,10,0,-3,1,0,-6
COc1cccc2sc3ccc(NCCC4CCCN4C)cc3c(=O)c12 (centres undefined),144,-2,-1.3,-7,-14,-5,-38,6,18,2
CCC(=O)Nc1ccc(C(=O)Nc2cccc(OC)c2)cc1,89,2,1.0,0,4,-6,.,1,-4,-1
CSc1ccc(NC(=O)/C=C/C(=O)O)cc1,97,4,-0.8,-1,7,3,-15,-2,-3,-2
FC(F)(F)c1ccccc1/C=N/n1c(COc2ccccc2)n[nH]c1=S,99,-7,1.7,-3,4,5,.,1,-8,-5
Cc1c(C)n(C)c2ccc(C(=O)N3CCN(c4ccccc4)CC3)cc12,98,1,-0.5,-7,-1,5,-1,1,-8,2
Cc1cc2c(c(=O)o1)C(CCC1CCCCC1)C(C#N)=C(N)O2 (centres undefined),97,-2,0.4,4,2,0,-5,-1,-3,7
Nc1nccc(-c2ccc(-n3cnc4ccccc43)cc2)n1,92,-2,-2.1,-2,10,5,-5,-9,2,2
O=C(c1ccc2c(c1)OCCO2)N1CCN(Cc2c(F)cccc2Cl)CC1,100,-1,-0.2,-4,2,2,-6,-7,-5,0
Cc1nc([N+](=O)[O-])c(SCC(N)=O)n1Cc1ccccc1,96,3,-1.3,-3,5,0,-7,-1,4,-5
CCOc1ccccc1N(C)C(=O)c1cn(CC)c(=O)c2cc(OC)c(OC)cc12,95,-9,-1.0,6,2,-3,-18,1,4,-1
CC(C)N1CCN(Cc2ccc3nsnc3c2)CC1CCO (centres undefined),92,-1,0.2,2,11,-2,-5,4,11,0

# 4 of these compounds, reformatted:
Cc1c(C)n(C)c2ccc(C(=O)N3CCN(c4ccccc4)CC3)cc12
  ABCB6 inh 2 = 98 | PDI turbidity = 1 | MC4R barr agon = -0.5 | m5-HT2A agonist = -7 | MC4R antag cAMP = -1 | Exocytosis inh = 5 | CaV13 ICDI inh = -1 | N-glyco inh = 1 | Cardio protect = -8 | ABHD5-PLIN5 inh = 2
Cc1cc2c(c(=O)o1)C(CCC1CCCCC1)C(C#N)=C(N)O2 (centres undefined)
  ABCB6 inh 2 = 97 | PDI turbidity = -2 | MC4R barr agon = 0.4 | m5-HT2A agonist = 4 | MC4R antag cAMP = 2 | Exocytosis inh = 0 | CaV13 ICDI inh = -5 | N-glyco inh = -1 | Cardio protect = -3 | ABHD5-PLIN5 inh = 7
Nc1nccc(-c2ccc(-n3cnc4ccccc43)cc2)n1
  ABCB6 inh 2 = 92 | PDI turbidity = -2 | MC4R barr agon = -2.1 | m5-HT2A agonist = -2 | MC4R antag cAMP = 10 | Exocytosis inh = 5 | CaV13 ICDI inh = -5 | N-glyco inh = -9 | Cardio protect = 2 | ABHD5-PLIN5 inh = 2
CC(C)N1CCN(Cc2ccc3nsnc3c2)CC1CCO (centres undefined)
  ABCB6 inh 2 = 92 | PDI turbidity = -1 | MC4R barr agon = 0.2 | m5-HT2A agonist = 2 | MC4R antag cAMP = 11 | Exocytosis inh = -2 | CaV13 ICDI inh = -5 | N-glyco inh = 4 | Cardio protect = 11 | ABHD5-PLIN5 inh = 0

# Bioassay records: PubChem, several laboratories
